A3A deaminase = blocks human APOBEC3A ssDNA deamination; inhibition, % at 20 µM; recombinant A3A, FAM/TAMRA ssDNA deamination fluorescence; actives 0.41% (n = 330,000);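 active means at least 40% inhibition at 20 µM here, with at most 30% in a related deaminase screen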;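 further: plate controls were A3A with DMSO for no effect and wells lacking A3A enzyme for full effect; some results filed as inactive read as strong as hits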
Target sequence (P31941 whole entry, looked up): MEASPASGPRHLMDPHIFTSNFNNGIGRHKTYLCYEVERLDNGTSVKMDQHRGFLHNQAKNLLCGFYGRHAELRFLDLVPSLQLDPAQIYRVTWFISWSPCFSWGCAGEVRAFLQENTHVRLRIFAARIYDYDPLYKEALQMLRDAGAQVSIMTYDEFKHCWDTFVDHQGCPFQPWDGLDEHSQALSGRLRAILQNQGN
APOBEC3G inh = blocks human APOBEC3G single-stranded DNA deamination | Q9HC16 | recombinant A3G, ssDNA deamination FAM/TAMRA fluorescence | inhibition, % at 20 µM | actives 0.28% (n = 330,000);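 active means inhibition of at least 40% at 20 µM, with no more than 30% in the related APOBEC3A deaminase screen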;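 further: plate controls were DMSO wells with A3G for no effect and wells lacking A3G enzyme for full effect; some compounds called inactive have numbers as strong as hits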
mIAP activ = increases mouse intestinal alkaline phosphatase activity. muIAP, CDP-Star luminescence, 30 min; hits give high values; 1 = vehicle-only enzyme signal, 0 = enzyme-free wells. activation factor at 10 µM. actives 0.24% (n = 330,000). AID 2805;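 active means activation factor of at least 2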; further: the source names both 10 and 20 µM as test concentration; values of inactives mirror those of a sister screen read the other way
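Assay system: mouse IAP enzyme; reagent: chemiluminescent substrate CDP-Star; dosing: test compounds delivered from DMSO solution; schedule: 30 min at room temperature; measured by: luminescence from enzymatic CDP-Star hydrolysis; controls: DMSO-only wells and no-enzyme negative control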
MPTP block = inhibitors of mitochondrial permeability transition pore. isolated mouse mitochondria, Ca2+ swelling absorbance, 30 min. inhibition, % at 10 µM. actives 1.4% (n = 360,000);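 active means inhibition of 50% or more, scaled per plate between neutral and stimulator controls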;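 further: 0% = DMSO wells given calcium and 100% = 1 mM EGTA wells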
mIAP inh = mouse IAP inhibition; purified mouse IAP, CDP-Star luminescence, 30 min; inhibition, % at 10 µM; actives 0.2% (n = 330,000);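 active means inhibition of at least 40% at 10 µM in the primary screen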;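 further: plate controls were DMSO with enzyme for no effect and no enzyme wells for full effect; values of inactives mirror those of a sister screen read the other way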
hIAP inh = blocks human intestinal alkaline phosphatase. purified IAP, CDP-Star luminescence, 30 min. inhibition, % at 10 µM. actives 0.12% (n = 330,000). AID 2544;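 active means inhibition reaching a set limit with compound at 10 µM in the primary screen, cut at about 35% in these data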;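 further: plate controls were DMSO wells with enzyme for no effect and no-enzyme buffer wells for full effect; values of inactives mirror those of a sister screen read the other way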
Target sequence (P09923 whole entry, looked up): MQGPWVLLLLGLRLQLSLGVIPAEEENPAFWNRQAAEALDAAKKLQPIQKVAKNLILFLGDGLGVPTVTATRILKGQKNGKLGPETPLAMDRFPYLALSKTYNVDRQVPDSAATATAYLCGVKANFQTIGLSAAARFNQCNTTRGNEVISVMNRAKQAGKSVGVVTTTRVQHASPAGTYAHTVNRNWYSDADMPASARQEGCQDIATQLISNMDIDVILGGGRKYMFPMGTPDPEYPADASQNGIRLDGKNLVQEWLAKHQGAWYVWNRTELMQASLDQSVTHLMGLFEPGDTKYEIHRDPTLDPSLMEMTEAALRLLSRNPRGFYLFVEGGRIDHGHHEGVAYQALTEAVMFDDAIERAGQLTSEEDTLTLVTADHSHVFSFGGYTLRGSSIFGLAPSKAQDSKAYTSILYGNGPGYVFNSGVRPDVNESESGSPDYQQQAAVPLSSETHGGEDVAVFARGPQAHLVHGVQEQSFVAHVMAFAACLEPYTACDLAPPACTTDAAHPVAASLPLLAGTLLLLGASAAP
beta cell repl = MIN6 beta-cell proliferation induction; MIN6 cells proliferation, ATPlite luminescence, 48 h; cells starved in 0.2% serum; 100% = growth in 10% serum; proliferation, % at 10 µM; actives 0.29% (n = 330,000); AID 2380;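 active means compounds whose signal lies at least 3.5 SD above the mean of all wells on their plate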;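 further: 0% = DMSO-treated cells in low-serum medium and 100% = 10% serum control; some compounds called inactive have numbers as strong as hits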
NR3A LBD binder = modulates the human NR3A ligand-binding domain; NR3A LBD differential scanning fluorimetry, Tm shift; 0% = protein alone, 100% = glycine-bound protein; actives 2.5% (n = 340,000); Tm shift relative to glycine control, % at 25 µM;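 active means melting temperature shift of at least 10% of the positive control shift, at one fixed dose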
hIAP activ = increases human intestinal alkaline phosphatase activity. P09923. purified human IAP, CDP-Star luminescence, 30 min; hits give high values; 1 = vehicle-only enzyme, 0 = enzyme-free background. activation factor at 10 µM. actives 0.16% (n = 330,000);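 active means activation factor of the enzyme at least 2-fold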; further: the source names both 10 and 20 µM as test concentration; values of inactives mirror those of a sister screen read the other way
The depositor's hits bear a star.

SMILES	A3A deaminase	APOBEC3G inh	mIAP activ	MPTP block	mIAP inh	hIAP inh	beta cell repl	NR3A LBD binder	hIAP activ
Cc1cc(=O)[nH]c(Nc2cccc(F)c2)n1	-4	-4	1	0.4	-2	-2	1	-1	1
O=C(NCc1ccc(Cl)cc1)C(=O)NCC1OCCN1C(=O)c1cccs1 (centres undefined)	1	-5	0.9	8.7	10	-11	-1	-2	1.1
COc1ccc(-c2nc3scc(-c4ccc(OC)c(OC)c4)c3c(=O)o2)cc1	3	9	0.96	1.0	4	4	-4	3	0.96
O=C1c2ccccc2C(=O)N1CC(=O)N1c2ccccc2CCc2ccccc21	-1	-7	0.65	-2.2	35	-28	-1	2	1.3
Cc1ccc(OCCCCN2CCC(C)CC2)cc1	-1	2	1.1	-0.5	-10	14	-1	1	0.86
COc1ccccc1CN(C)C(=O)CSCC(=O)Nc1ccccc1F	1	-1	1	-1.5	-2	8	1	0	0.92
O=S(Cc1ccc(Br)cc1)Cc1nnc(SCc2c(F)cccc2Cl)n1-c1ccccc1 (centres undefined)	0	-2	0.94	-1.6	6	7	0	-1	0.93
COc1ccccc1N1CCN(C(=O)CN2C(=O)C3CCCCC3C2=O)CC1 (centres undefined)	-3	-11	1	-1.3	-5	-6	4	-2	1.1
Cc1cc(SCC(=O)c2ccc(O)c(O)c2)n2nc(C)c(-c3ccccc3)c2n1	-1	-4	0.88	17	12	5	-6	23*	0.95
COc1ccc2nc(N3CCC(O)CC3)c(C#N)cc2c1	0	-1	1	0.5	-4	35*	-2	3	0.65
CCOC(=O)C1CCN(C(=O)COc2ccc(S(=O)(=O)N3CCCC3)cc2C)CC1	-1	-2	1	0.1	0	0	1	-2	1
c1ccc2nc3c(nc2c1)CCCC3	-5	-3	0.98	-0.3	2	9	0	0	0.91
CC(=O)c1c(C)[nH]c(C(=O)Nc2ccc(F)c(F)c2F)c1C	-1	-6	0.99	-3.1	0	3	-1	-2	0.97
CC1CCN(C(=O)Cn2cc(C(F)(F)F)ccc2=O)c2ccccc2S1 (centres undefined)	-5	-6	1	0.1	-5	0	-1	-1	1
COc1ccccc1-n1c(SCC(=O)Nc2cccc(C(=O)O)c2)nnc1-c1ccccc1C	-4	4	0.98	0.3	2	-4	0	0	1
Cc1ccc(C(=O)N2CCCC(C(F)(F)F)C2)cc1S(=O)(=O)N1CCCCC1 (centres undefined)	6	-2	1	-1.2	-3	-4	-2	1	1
Cc1ccc(/C=C/c2nnc(-c3ccccc3)o2)cc1	-3	-4	0.87	2.2	13	22	0	1	0.78
Nc1nnn(CC(=O)N/N=C/c2ccccc2)n1	-4	-6	0.99	1.4	1	6	-1	-2	0.94
COc1ccc([C@@H]2[C@@H]3C(=O)N(C(C)(C)C)C(=O)[C@@H]3[C@]3(Cc4ccc(Cl)cc4)C(=O)N(c4ccc(Br)cc4)C(=O)N23)cc1	1	-10	1	2.0	-1	-5	-7	-7	1
Cc1csc(CNC(=O)c2cc(COc3c(C)cccc3C)on2)n1	-1	-1	1	-0.7	-3	17	-5	-2	0.83
Cc1nc(-c2ccc(Cl)cc2)sc1C1(C)CC(c2ccc(Cl)cc2)=NO1 (centres undefined)	-5	-11	1	2.6	-4	-3	-5	-4	1
CCCNc1nc(-c2cc(C(=O)Nc3ccccc3)on2)cc(C(C)C)n1	-10	-11	0.97	-2.0	3	-15	-6	-17	1.2
O=C(Nc1ccc(Oc2ncnc3cc(Cl)ccc23)nc1)c1cccs1	6	0	1	3.0	-4	-14	-4	11*	1.1
O=C(CSc1nnnn1-c1ccccc1F)NNC(=O)c1ccco1	1	-7	0.91	-2.9	9	-40	3	0	1.4
CC(C)=CCN1CCN(Cc2ccc(C#CC(C)(C)O)cc2)CC1CCO (centres undefined)	-4	1	0.96	0.6	4	-12	-2	-1	1.1

15 structures already listed, ordered by length of the SMILES, low to high.
SMILES	A3A deaminase	APOBEC3G inh	mIAP activ	MPTP block	mIAP inh	hIAP inh	beta cell repl	NR3A LBD binder	hIAP activ
c1ccc2nc3c(nc2c1)CCCC3	-5	-3	0.98	-0.3	2	9	0	0	0.91
Cc1ccc(OCCCCN2CCC(C)CC2)cc1	-1	2	1.1	-0.5	-10	14	-1	1	0.86
Cc1cc(=O)[nH]c(Nc2cccc(F)c2)n1	-4	-4	1	0.4	-2	-2	1	-1	1
Cc1ccc(/C=C/c2nnc(-c3ccccc3)o2)cc1	-3	-4	0.87	2.2	13	22	0	1	0.78
O=C(CSc1nnnn1-c1ccccc1F)NNC(=O)c1ccco1	1	-7	0.91	-2.9	9	-40	3	0	1.4
Cc1csc(CNC(=O)c2cc(COc3c(C)cccc3C)on2)n1	-1	-1	1	-0.7	-3	17	-5	-2	0.83
CC(=O)c1c(C)[nH]c(C(=O)Nc2ccc(F)c(F)c2F)c1C	-1	-6	0.99	-3.1	0	3	-1	-2	0.97
CC1CCN(C(=O)Cn2cc(C(F)(F)F)ccc2=O)c2ccccc2S1 (centres undefined)	-5	-6	1	0.1	-5	0	-1	-1	1
CCCNc1nc(-c2cc(C(=O)Nc3ccccc3)on2)cc(C(C)C)n1	-10	-11	0.97	-2.0	3	-15	-6	-17	1.2
O=C1c2ccccc2C(=O)N1CC(=O)N1c2ccccc2CCc2ccccc21	-1	-7	0.65	-2.2	35	-28	-1	2	1.3
COc1ccc(-c2nc3scc(-c4ccc(OC)c(OC)c4)c3c(=O)o2)cc1	3	9	0.96	1.0	4	4	-4	3	0.96
Cc1ccc(C(=O)N2CCCC(C(F)(F)F)C2)cc1S(=O)(=O)N1CCCCC1 (centres undefined)	6	-2	1	-1.2	-3	-4	-2	1	1
O=S(Cc1ccc(Br)cc1)Cc1nnc(SCc2c(F)cccc2Cl)n1-c1ccccc1 (centres undefined)	0	-2	0.94	-1.6	6	7	0	-1	0.93
COc1ccccc1-n1c(SCC(=O)Nc2cccc(C(=O)O)c2)nnc1-c1ccccc1C	-4	4	0.98	0.3	2	-4	0	0	1
COc1ccc([C@@H]2[C@@H]3C(=O)N(C(C)(C)C)C(=O)[C@@H]3[C@]3(Cc4ccc(Cl)cc4)C(=O)N(c4ccc(Br)cc4)C(=O)N23)cc1	1	-10	1	2.0	-1	-5	-7	-7	1

Next section
SMILES	A3A deaminase	APOBEC3G inh	mIAP activ	MPTP block	mIAP inh	hIAP inh	beta cell repl	NR3A LBD binder	hIAP activ
O=C1COc2ccc(S(=O)(=O)CCC(=O)N3CCN(c4ccccc4)CC3)cc2N1	-2	-1	1	0.1	-2	2	2	-1	0.98
CCC(C)N1CCN(C(=O)c2cc(OC)cc(OC)c2)CC1 (centres undefined)	-1	-1	1.1	-0.9	-8	-8	-3	5	1.1
CC(=O)N1c2ccc(S(=O)(=O)N3CCCCC3)cc2CC1C(=O)Nc1cccc(C)c1 (centres undefined)	0	-1	1.2	-1.1	-19	-30	-3	-2	1.3
CSc1nnc2c(n1)OC1(Nc3ccccc3-2)C(=O)Nc2ccccc21 (centres undefined)	1	-4	0.94	-1.6	6	8	-1	-2	0.92
CCOCC(=O)Nc1nnc(COCC)s1	-2	-4	0.96	-0.3	4	0	-2	1	0.99
C=CCc1ccccc1OCC(O)CN1CCN(C(=O)OCC)CC1 (centres undefined)	-2	-2	1	-1.3	-2	-14	-3	-1	1.1
Cc1ccc(C)c(N2CCN(C(=O)CCc3nc4ccccc4[nH]3)CC2)c1	-3	-2	1.1	-0.3	-12	18	-3	5	0.81
N/C(=N\OC(=O)c1ccc(Cl)c([N+](=O)[O-])c1)c1ccccn1	-4	-5	0.94	-1.3	6	-2	-1	6	1
CC(C)OC(=O)CSc1nnc(CNc2cccc(Cl)c2)n1C	-2	-8	1.1	0.2	-6	-12	-1	-8	1.1
CCOc1ccc(C2C([N+](=O)[O-])=C(C)N(C)C(=O)N2C)cc1OC (centres undefined)	1	-8	0.95	-2.0	5	-10	-3	-1	1.1
COc1ccc(NS(=O)(=O)c2ccc(O)c(C(=O)OCC(=O)Nc3ccc4c(c3)OCCO4)c2)cc1	2	-6	0.97	-0.3	3	12	0	19*	0.88
O=C(CCCNS(=O)(=O)c1ccc(Cl)c(Cl)c1)NCCc1ccccn1	-3	-4	1	0.1	-1	-21	-4	0	1.2
Cc1cc(OCC(=O)O)c2ccccc2n1	1	-4	0.89	0.4	11	1	-2	1	0.99
O=C(COC(=O)c1c(F)cccc1F)Nc1ccc2c(c1)OCO2	1	-7	1	2.0	-2	-15	-3	-1	1.2
COc1cc(C(=O)Nc2c(C)cc(C)cc2C)c(-n2cnnn2)cc1OC	-1	-3	1.1	1.1	-6	-6	-3	2	1.1
Cc1cc(=O)[nH]c2n[nH]c(-c3ccccc3)c12	4	1	1.1	-0.7	-8	-3	2	-3	1
CCN=C1SC(C(=O)Nc2cccc(OCC)c2)CC(=O)N1CC (centres undefined)	1	-5	1.1	-0.4	-7	2	-2	4	0.98
CCOc1ccc(-c2nnn(CC(=O)N3CCN(c4ccc(F)cc4)CC3)n2)cc1OCC	-1	-5	1	1.2	-3	3	-1	-29	0.97
O=C(CC1CC2CCC1C2)N1CCN(S(=O)(=O)c2ccccc2C(F)(F)F)CC1 (centres undefined)	-1	-6	0.99	-0.4	1	6	1	4	0.94
